CaV13 FRET inh – Disruptors of the CACNA1D IQ motif to Ca2+-dependent inactivation inhibitor domain association, primary screening, Förster resonance energy transfer in intact living …; HEK cells, CFP/YFP FRET ICDI-IQ, plate reader, 10 min; percent FRET-ratio fall versus neutral wells; inhibition, % at 12.3 µM; 340,000 tested, 0.098% active; AID 743397;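 active = mean replicate inhibition of at least 30% and at least 1% of replicates passing that level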;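 also: 0% = median of the neutral control wells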
* marks the source's active call; other numbers are inactive results. The list is partial (hit frequency here may not be typical).

CaV13 FRET inh | compound
-5 | O=C(Cn1c(N2CCN(C/C=C/c3ccccc3)CC2)nc2ccccc21)c1ccccc1
-5 | C[C@@H]1CNCCN1c1ccc(N2CCN(Cc3ccccc3)[C@@H](C)C2)c(C#N)c1
-11 | OCCN1CN(c2ccccc2)C(=S)N(c2ccccc2)C1
-5 | COc1ccc(S(=O)(=O)NC2CC(C)(C)NC(C)(C)C2)c(C)c1C
-3 | CCCCc1nnn2c1C1c3cc(-c4cccnc4)ccc3CCN1C(=O)C2 (stereo not given)
-6 | COCc1cc(N2CCN(C(=O)OC(C)(C)C)C[C@@H]2C)ccc1Br
-17 | Cc1cc(N=Cc2c(O)n(-c3ccc(C)c(C)c3)c(=O)c3ccccc23)no1
-11 | CCN(C(=O)CCc1cn(CC)c2ccccc12)c1ccc(Oc2cccnc2)cc1
-11 | O=C(NCc1ccccc1)[C@@H]1CCCN1C(=O)[C@H]1CCCN1C(=O)c1cccc(F)c1
-12 | CCCCCCCCN1C(=O)[C@@H](CC(=O)N2CCOCC2)C[C@@]2(C(=O)OC)C1=C[C@H](C1CCCC1)O[C@@H]2C
-8 | c1ccc(-c2nc3ccccc3nc2-c2ccc(CN3CCC(c4nc5ccccc5[nH]4)CC3)cc2)cc1
-4 | O=S(=O)(Nc1cc(Sc2cccc3cccnc23)c(O)c2ccccc12)c1ccc(F)cc1
-4 | O=Nc1ccc(Cl)cn1
-10 | CCc1c(-c2ccc(OC)cc2)ncn1CCc1ccccc1OC
-4 | Cc1ccccc1S(=O)(=O)N1CCCc2nc(-c3ccccc3)ccc21
-5 | Nc1nc(Cl)cc(NCCc2ccccc2)n1
-5 | CCCCCOc1ccc(N2C(=O)C(C)CNC2=S)cc1 (stereo not given)
-3 | CC(C)c1[nH]nc2c1C(c1ccc3c(c1)OCO3)NC2=O (stereo not given)
-5 | COc1cccc(CNC(=O)[C@H]2CCCN2C(=O)[C@H]2CCCN2C(=O)c2cccc(Cl)c2)c1
-8 | COC(=O)[C@]12C[C@H](CC(=O)NCc3ccccc3)C(=O)N(Cc3ccccc3)C1=C[C@H](C(C)(C)C)O[C@@H]2C
-1 | CCCCc1ccc(NC(=O)COc2ccc(C(=O)Nc3ccccc3OC)cc2)cc1
-8 | COc1ccccc1CCn1cnc(-c2ccc(F)cc2F)c1CC(C)C
-9 | O=C(N[C@@H](Cc1cccnc1)C(=O)N1CCC[C@H]1C(=O)NCCc1ccccc1Cl)C1CC1
-3 | COCc1[nH]nc2c1C(c1cccc(C(F)(F)F)c1)N(c1ccc(OC)cc1)C2=O (stereo not given)
-4 | Cc1cc2c(c(=O)o1)[C@@]1(C(=O)N(C)c3c(Br)cccc31)C1=C(CCCC1=O)O2
-5 | COC(=O)c1cc2c(c3c4cc(OC)ccc4n(S(=O)(=O)c4ccc(C)cc4)c13)C(=O)N(C)C2
2 | C(=N\Nc1nc(Nc2ccccc2)nc(N2CCCCC2)n1)/c1ccco1
-4 | CN(C)CCCN1CC(=O)N2CCc3ccc(Br)cc3C2CC1=O (stereo not given)
-4 | O=C(Nc1nc2ccc(F)cc2s1)c1ccccn1
-9 | Cc1cc(Br)cn2c(Cc3ccccc3C(F)(F)F)c(-c3ccc(F)cc3)nc12
-7 | Nc1[nH]c(C(=O)c2ccc(Br)cc2)c(-c2ccccc2Br)c1C(=O)NCCc1c[nH]c2ccccc12
-5 | COC(=O)C1=C(C)N(C)C(=NCc2ccc3c(c2)OCO3)NC1c1cccc(C(F)(F)F)c1 (stereo not given)
-6 | Cc1cc(N2CCN(CC(C)(C)O)C[C@H]2C)ccc1N1CCN(Cc2ccccc2)[C@@H](C)C1
-8 | COC(=O)[C@]12C[C@H](CC(=O)N3CCOCC3)C(=O)N(Cc3ccccc3)C1=C[C@H](C(C)(C)C)O[C@@H]2C
-4 | O[C@@H]1COC(Nc2ccc(N=Nc3ccccc3)cc2)C[C@@H]1O (stereo not given in full)
21 | CCOC(=O)c1ccc(NC(=O)c2nc[nH]c2C(=O)N2CCN(C(=O)OC(C)(C)C)CC2)cc1
-3 | COc1ccc(-c2cc(-c3ccccc3)c(-c3ccccc3)nn2)cc1
-5 | CC(C)c1[nH]nc2c1C(c1cccc(C(F)(F)F)c1)N(Cc1ccccc1)C2=O (stereo not given)
-4 | CC(C)n1nnnc1SCC(=O)Nc1ccc2c(c1)OCCO2
-5 | COc1cc(CNc2cccc3c2S(=O)(=O)N([C@H](C)c2ccccc2)C[C@@H](COCc2ccccc2)O3)cc(OC)c1OC
-2 | C=CCN1[C@@H](C)[C@H](c2ccccc2)Oc2cccc(N3CCCC3)c2S1(=O)=O
-9 | COC(=O)[C@@H](Cc1ccccc1)N[C@H](/C=C/c1ccccc1)[C@@H](O)Cc1ccccc1
-3 | Cc1ccccc1C(=O)N[C@H](C(=O)N1CCC[C@H]1C(=O)NCCc1ccccc1Cl)C(C)C
-8 | C#CCNC(=O)C[C@H]1C[C@@]2(C(=O)OC)C(=C[C@H](C(C)(C)C)O[C@@H]2C)N(CCc2ccc(OC)c(OC)c2)C1=O
-13 | O=C(NCCN1CCC(n2c(=O)[nH]c3cc(Cl)ccc32)CC1)c1ccc(F)cc1
-6 | COC(=O)C1=C(C)N(Cc2cccc(C(F)(F)F)c2)C(=NCc2ccc(OC)cc2)NC1c1ccc(Cl)cc1 (stereo not given)
-12 | O=C(C=Cc1ccc(O)c(O)c1)NCC(=O)NC(Cc1ccccc1)C(=O)O (stereo not given)
-4 | Cc1nc(NC(=O)C(C)(C)C)sc1[N+](=O)[O-]
-7 | CC(C)(C)S(=O)N1C[C@@H]2CC(=O)C(CCO)=C2[C@H]1CCO (stereo not given in full)
-6 | Cc1ccc(/C=C/C(=O)c2ccc([N+](=O)[O-])o2)cc1
-2 | CC(C)CC(=O)N1CC(C)N(C(=O)CC(C)C)CC1C (stereo not given)
-12 | CC(=O)N1CCN(c2ccc(N3CCN(C(C)=O)[C@H](C)C3)c(C)c2)[C@H](C)C1
-4 | C[C@@H]1CN([C@@H](C)CO)C(=O)CCCn2cc(nn2)CO[C@H]1CN(C)C(=O)C1CCCCC1
-3 | CC(=O)C1=C(C)N(Cc2ccc(F)cc2)C(=S)NC1c1cccc(F)c1 (stereo not given)
-5 | O=C(Nc1ccc2ccccc2c1)C(=O)C1C(=O)Nc2ccccc21 (stereo not given)
-8 | COC(=O)c1cc2c(c3c4cc(OC)ccc4n(S(C)(=O)=O)c13)C(=O)N(C)C2

Other entries.
CaV13 FRET inh | compound
-9 | C=CCOc1ccccc1/C=c1\sc2nc(-c3oc4ccccc4c3C)nn2c1=O
-4 | O=c1[nH]c(=O)n(Cc2ccccc2)c2nc(-c3cccs3)n(CCO)c12
-4 | COc1ccc(CN(C2CCCC2)S(=O)(=O)c2cc(Br)ccc2Br)c(OC)c1
-8 | CCOC(=O)c1sc(NC(=O)c2cncc(Br)c2)nc1C
-4 | CCOc1ccc(C(=O)NC2=NCCS2)cc1
-3 | O=C(O)c1cc(S(=O)(=O)Nc2ccc3oc(=O)sc3c2)ccc1O
-5 | O=C1c2ccc(-c3nc4ccccc4o3)cc2C(=O)N1Cc1cccnc1
-5 | C[C@H](CO)N1C[C@H](C)[C@@H](CN(C)S(=O)(=O)c2ccc(F)cc2)Oc2cc(Br)ccc2S1(=O)=O
-4 | CC(C)c1[nH]nc2c1C(c1ccc(F)cc1)N(Cc1ccccc1)C2=O (stereo not given)
-11 | CC(C)c1ccc(OCCCN2CCC(C(O)(c3ccccc3)c3ccccc3)CC2)cc1
-9 | O=C1NC(Cc2ccccc2)c2nc3ccc(Cl)cc3c(=O)n2-c2ccc(Cl)cc21 (stereo not given)
-8 | Cc1cc2c(c(=O)o1)[C@@]1(C(=O)N(C)c3cc(Br)ccc31)C1=C(CCCC1=O)O2
-5 | CC(C)Cn1cc(C(=O)NC2CCN(Cc3ccccc3)CC2)c2c3ccccc3n(C)c2c1=O
-10 | COc1ccccc1-c1ccc(OCCCN2CCC(C(O)(c3ccccc3)c3ccccc3)CC2)cc1
-9 | CC(C)C[C@H]1COc2ccc(Cl)cc2S(=O)(=O)N1C[C@H](NC(=O)OC(C)(C)C)C(C)C
-2 | O=C1C2C3C=CC(C3)C2C(=O)N1c1ccc(-c2nc(-c3ccccc3)nc3ccccc23)cc1 (stereo not given)
-4 | COc1ccc(C2O[C@@H](C)[C@@H]3C(=O)N4CCc5c([nH]c6ccccc56)[C@@H]4C[C@@H]3N2C)cc1 (stereo not given in full)
-5 | CCC/C(=C1/c2ccccc2C(=O)N1c1ccccc1)c1c(C)noc1C
-4 | O=S(=O)(c1ccc(F)cc1)N1CCCc2nc(-c3ccccc3)ccc21
-9 | COC(=O)[C@]12C[C@H](CC(=O)NCCC(C)C)C(=O)N(CCc3ccc(OC)c(OC)c3)C1=C[C@H](C(C)(C)C)O[C@@H]2C
-10 | O=S(=O)(CS(=O)(=O)c1ccccc1Br)c1ccccc1Br
-9 | Cc1cc(N2CCN(C(=O)OC(C)(C)C)C[C@@H]2C)ccc1N1C[C@@H](C)O[C@@H](C)C1
-4 | COC(=O)C1=C(C)N(CC(C)C)C(=S)NC1c1cccc(Br)c1 (stereo not given)
-2 | COC(=O)C1=C(C)N(Cc2cccc(C(F)(F)F)c2)C(=NCc2ccccc2)NC1c1ccccc1C(F)(F)F (stereo not given)
-9 | Cc1nc2cc[nH]n2c(=O)c1CCc1ccccc1
-5 | COc1ccc(CN2[C@@H](CC(=O)O)c3ccc(C(F)(F)F)cc3S2(=O)=O)cc1
-9 | O=C(N[C@H](C(=O)N1CCC[C@H]1C(=O)NC1CCCC1)C1CCCCC1)c1ccccn1
-5 | COC(=O)C1=C(C)N(CC(C)C)C(=S)NC1c1ccc(Cl)cc1 (stereo not given)
-14 | CCOC(=O)CC(N)c1ccc2c(c1)OCO2 (stereo not given)
-12 | COc1cc(C(=O)NN=C2c3ccccc3-c3ccccc32)cc(OC)c1OC
-7 | C[C@H]1COc2cc(NCCCN3CCOCC3)ccc2S(=O)(=O)N1
-13 | COc1ccc(C2C=C(c3ccccc3)Nc3nc(CCCO)nn32)cc1 (stereo not given)

Another view of four compounds above.
structure	CaV13 FRET inh
COC(=O)C1=C(C)N(CC(C)C)C(=S)NC1c1ccc(Cl)cc1 (stereo not given)	-5
CCOC(=O)CC(N)c1ccc2c(c1)OCO2 (stereo not given)	-14
COc1cc(C(=O)NN=C2c3ccccc3-c3ccccc32)cc(OC)c1OC	-12
C[C@H]1COc2cc(NCCCN3CCOCC3)ccc2S(=O)(=O)N1	-7

In a second layout: entries from further up
Compound: COc1cc(C(=O)NN=C2c3ccccc3-c3ccccc32)cc(OC)c1OC
- CaV13 FRET inh = -12
Compound: CCOC(=O)CC(N)c1ccc2c(c1)OCO2 (stereo not given)
- CaV13 FRET inh = -14

Exported in markdown: 7 of the compounds above
| compound | CaV13 FRET inh |
| --- | --- |
| C[C@@H]1CN([C@@H](C)CO)C(=O)CCCn2cc(nn2)CO[C@H]1CN(C)C(=O)C1CCCCC1 | -4 |
| O=C(Nc1ccc2ccccc2c1)C(=O)C1C(=O)Nc2ccccc21 (stereo not given) | -5 |
| CC(C)(C)S(=O)N1C[C@@H]2CC(=O)C(CCO)=C2[C@H]1CCO (stereo not given in full) | -7 |
| CCCCc1ccc(NC(=O)COc2ccc(C(=O)Nc3ccccc3OC)cc2)cc1 | -1 |
| O=C(Cn1c(N2CCN(C/C=C/c3ccccc3)CC2)nc2ccccc21)c1ccccc1 | -5 |
| Nc1nc(Cl)cc(NCCc2ccccc2)n1 | -5 |
| COc1cc(CNc2cccc3c2S(=O)(=O)N([C@H](C)c2ccccc2)C[C@@H](COCc2ccccc2)O3)cc(OC)c1OC | -5 |

Next section:
CaV13 FRET inh | compound
-2 | CC(C)Cn1c(-c2ccco2)nc2c(c(=O)c3ccccc3n2C)c1=O
-2 | Nc1cc(=O)n(Cc2ccccc2)c(N)c1C(=O)NCc1ccccc1
-5 | COC(=O)[C@]12C[C@H](CC(=O)N3CCCC3)C(=O)N(Cc3ccccc3)C1=C[C@H](C(C)C)O[C@@H]2C1CC1
-5 | CCOC(=O)c1cc(-c2ccc(Cl)s2)nc2c1c(C)nn2C
-5 | CC1Oc2ccccc2N(Cc2ccccc2F)C1=O (stereo not given)
-4 | CN(C)CCCNC(=O)c1c(N)[nH]c(C(=O)c2ccc(Br)cc2)c1-c1ccc(Br)cc1
-3 | COc1ccc(C2CC(=O)C(c3cccc(Cl)c3)=CN2Cc2ccccc2)cc1 (stereo not given)
-5 | CCCSc1sc(C(=O)OC)c(-c2cccs2)c1C#N
-5 | O=C(CCNC(=O)c1ccccc1)N=Nc1c(O)[nH]c2ccccc12
-2 | Cc1ccc2cccc(OCC(=O)c3cc(C)n(Cc4ccco4)c3C)c2n1
-4 | COC(=O)C1=C(C)N(Cc2ccc(C(F)(F)F)cc2)C(=NCc2ccccc2)NC1c1ccc(Cl)cc1 (stereo not given)
-4 | Cc1cc2c(nc1C)CCCN2C
-2 | COC(=O)c1ccc(OC(=O)c2ccccc2F)cc1
-11 | COC(=O)[C@]12C[C@H](CC(=O)N3CCSCC3)C(=O)N(Cc3ccccc3)C1=C[C@H](C(C)(C)C)O[C@@H]2C
-4 | COC(=O)C1=C(C)NC(=S)NC1c1ccc(OC)cc1 (stereo not given)
-6 | C[C@@H]1CN([C@@H](C)CO)C(=O)CCCn2cc(nn2)CO[C@H]1CN(C)C(=O)C1CC1
-3 | CN1OC[C@@H]2CN(C(=O)C3CCCCC3)[C@H](c3ccc(N4CCCCC4)cc3)C[C@@H]21
-3 | Nc1ccn([C@@H]2O[C@H](C(=O)N[C@H](Cc3ccccc3)C(=O)NCC(=O)N3CCOCC3)[C@@H](O)[C@H]2O)c(=O)n1
-8 | COC(=O)c1ccc(S(=O)(=O)c2ccc(C(=O)OC)s2)s1
-5 | NC(=O)c1c(N)[nH]c(C(=O)c2ccccc2)c1-c1ccc(Cl)cc1Cl
-21 | Cc1c(NC(=O)COc2ccc3ccccc3c2)c(=O)n(-c2ccccc2)n1C
-6 | CCCCNC(=O)C[C@H]1C[C@@]2(C(=O)OC)C(=C[C@H](C(C)(C)C)O[C@@H]2C)N(Cc2ccccc2)C1=O
-5 | COC(=O)C[C@@H]1C[C@H]2c3cc(NC(=O)Nc4ccccc4F)ccc3O[C@H]2[C@@H](CO)O1
-3 | COC(=O)C1=C(C)N(Cc2cccc(C(F)(F)F)c2)C(=NCc2ccc(OC)cc2)NC1c1ccc(F)cc1 (stereo not given)

Screening results as filed in PubChem BioAssay.
